Source: PubChem
Platelet DG rel = modulates dense granule release in human platelets | 300,000 compounds, 0.22% hits | inhibition, %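 (compounds screened at 7.5 µM in platelet-rich plasma)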 | AID 1663 | human platelet-rich plasma, SFLLRN dense granule ATP release, luminescence;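 active = mean replicate score, as percent of positive control, at or above 50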
AI-2 QS modul = modulates the Vibrio harveyi AI-2 quorum sensing system; activity change, % at 7.5 µM; 300,000 compounds, 0.4% hits; Vibrio harveyi JMH597 AI-2 luminescence/OD600 ratio, 9 h; stronger effect = lower value; strain lacks LuxN and CqsS sensors; 0 = neutral-control median; in the data active = activity change below about -75%, passing the limit was not always enough;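 note: luminescence divided by OD600 gain over 9 h not by final OD600 alone; inactives centre near 13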
IEC-6 cytotox = counter-screen for KLF5 inhibitors: cytotoxicity in IEC-6 cells. IEC-6 cytotoxicity, luminescence viability. inhibition, % at 5 µM. 290,000 compounds, 0.78% hits. AID 1825; in the data active = inhibition above about 22%;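 note: 0% = plate median of test compound wells and 100% = cytotoxic reference compound wells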
aSyn 5UTR inh = MLPCN primary screen, SNCA 5' untranslated region | alpha-synuclein 5'UTR reporter, inhibitor activity | inhibition, % (tested at 7.5 µM) | 300,000 compounds, 0.82% hits | AID 1813; in the data active = inhibition above about 60%;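 note: H4 neuroglioblastoma cells stably carrying SNCA 5'UTR luciferase fusion; 0% = DMSO wells and 100% = positive control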
HSP90 inh = inhibitors of HSP90 luciferase refolding in rabbit reticulocyte lysate | luciferase refolding luminescence, 3 h | inhibition, % at 5.6 µM | 290,000 compounds, 0.91% hits | AID 1789;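 active = inhibition above the screen-wide mean plus 3 SD, computed separately per campaign, cut at about 16% in these data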;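 note: 0% = DMSO wells and 100% = 60 µM geldanamycin wells; inhibitors lower the luminescence because luciferase stays unfolded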
SKKanGAS inh = blocks kanamycin growth of S. pyogenes SKKanGAS strain. BacTiter-Glo, 6 h. inhibition, % at 7.5 µM. 300,000 compounds, 1.3% hits;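 active = mean replicate score, as percent of positive control median, at least 50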;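 note: strain carries kanamycin resistance gene driven by streptokinase promoter and grows in 40 µg/ml kanamycin; loss of luminescence reflects streptokinase promoter inhibition or plain growth inhibition; 0% = median of DMSO wells and 100% = positive control at its reference dose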
HSF1 inh = HSF1 inhibition. NIH3T3-HGL HSE-luciferase, MG132-induced, luminescence 8 h; stronger effect = lower value. activity change, negative = inhibition, % at 7.5 µM (by protocol). 300,000 compounds, 0.77% hits. AID 2098;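 active = more than half of replicate wells show activity change below -50%, luminescence cut by over half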;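 note: luciferase reports HSF-1 transcriptional activity via heat shock element; 0% = median of DMSO wells and -100% = zero luminescence signal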
KLF5 inhibitor = kruppel-like factor 5 inhibition | DLD-1 KLF5 promoter-luciferase reporter, luminescence | inhibition, % at 5 µM | 290,000 compounds, 0.23% hits;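 active = inhibition above a per-plate limit of that plate's mean compound inhibition plus 3 SD, cut at about 60% in these data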;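 note: 0% = DMSO wells and 100% = LY294002 at 200 µM; higher means less KLF5 promoter-driven luciferase light; inactives centre near -14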
HIF activator = HIF pathway transcriptional activation; U2OS HRE-luciferase reporter, luminescence; normalized: DMSO 0%, desferrioxamine 100%; 300,000 compounds, 0.32% hits; AID 1910; activation, % at 7.5 µM (by protocol);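 active = mean activation of at least 10% of the iron chelator positive control signal, with at least half of replicates also reaching 10%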
HSF1 activator = increases HSF-1 driven luciferase reporter signal | activation, % at 9 µM | 300,000 compounds, 1.7% hits | NIH3T3-HGL HSF-1 luciferase reporter, MG132, 8 h; 100% = twice DMSO control signal;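 active = mean replicate activation of at least 50% with a set share of replicates each reaching 50%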;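 note: 0% = median of the neutral control wells and 100% = twice that signal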
* = called active by the depositor; . = not tested or not shown.

SMILES | Platelet DG rel | AI-2 QS modul | IEC-6 cytotox | aSyn 5UTR inh | HSP90 inh | SKKanGAS inh | HSF1 inh | KLF5 inhibitor | HIF activator | HSF1 activator
COC(=O)c1ccc(Oc2nc(SC)nc(N(C)C)n2)cc1 | -7 | -1 | -2 | -7 | 2 | -10 | -3 | -15 | -0.4 | -6
O=C(Nc1nnc(S(=O)(=O)N2CCCCCC2)s1)c1ccccc1Br | 6 | 25 | 1 | 19 | -1 | 20 | 4 | -16 | -0.3 | -5
Cc1ccc(-n2[nH]c(C)c(/C=N/NC(=O)c3cccc([N+](=O)[O-])c3)c2=O)cc1C | 11 | 4 | -1 | 39 | -1 | 92* | 21 | -59 | 0.5 | 27
COc1cc(NC(=O)C2CCCN2C(=O)OCc2ccccc2)cc(OC)c1 (stereo unspecified) | -13 | -2 | -6 | 3 | 2 | -4 | 1 | -27 | -0.5 | -4
O=C(CC(c1ccccc1)c1ccccc1)Nc1nn[nH]n1 | -8 | -16 | 3 | -7 | 4 | -13 | -7 | 5 | 0.2 | -1
COc1cccc(CN(C)C(=O)Cc2c[nH]c3ccccc23)c1OC | 4 | 16 | -1 | 17 | -3 | 11 | 6 | -29 | 0.0 | 17
CCN(CCO)C1CC(=O)N(c2ccccc2C)C1=O (stereo unspecified) | 5 | 28 | -4 | 23 | -2 | -4 | 7 | 6 | 0.3 | -8
CCOc1ccc(-n2ccc(=O)c(C(=O)Nc3ccc(S(=O)(=O)N4CCOCC4)cc3)n2)cc1 | -28 | 10 | -12 | 11 | -7 | -6 | -2 | -10 | 0.0 | -6
CC(=O)C1=C(O)C(=O)N(c2ccc(O)cc2)C1c1ccc(Cl)cc1 (stereo unspecified) | 1 | 15 | -9 | 1 | 0 | 4 | -5 | -42 | -0.1 | 7
Cc1ccc(Cl)cc1N1CCN(C(=O)c2ccc(NS(=O)(=O)c3c(C)noc3C)cc2)CC1 | 0 | 20 | 3 | 4 | -1 | 31 | 5 | -5 | -19 | 37
Cn1c(SCC(=O)Nc2ccccc2F)nnc1-c1cccs1 | -5 | 4 | 3 | -78 | 1 | -3 | 3 | -34 | 2.7 | 35
COc1ccc(C(=O)Nc2c(O)ccc3ccccc23)cc1 | 2 | 17 | . | 14 | . | 17 | 0 | . | 1.7 | 13
Cc1onc(C(=O)N2CCN(c3ccccc3F)CC2)c1-c1ccccc1Cl | 2 | -1 | 2 | -22 | 5 | 3 | -31 | -1 | 0.5 | -44
OC1CCC(Nc2ncnc3sccc23)CC1 (stereo unspecified) | -19 | 17 | -5 | 20 | -1 | -4 | -3 | -13 | 0.3 | -4
O=C(Oc1cccc([N+](=O)[O-])c1)C1CCN(C(=O)c2ccc(F)cc2)CC1 | 17 | 33 | 3 | -7 | 1 | -4 | -5 | -36 | -0.7 | 2
CC(Sc1ccccc1)C(=O)NN=C1CCCC1 (stereo unspecified) | 0 | 12 | 3 | 8 | -1 | 11 | 1 | 17 | -0.4 | 2
CC(c1ccccc1)N1CCn2c(nc3cc(NS(C)(=O)=O)ccc32)C1 (stereo unspecified) | -1 | 0 | -2 | -11 | -5 | -5 | 4 | 2 | -0.1 | 16
COc1cc(C(=O)OCC(=O)Nc2cc(S(=O)(=O)N3CCOCC3)ccc2C)ccc1OCC(C)C | -8 | 17 | . | -3 | . | 8 | 4 | . | -0.7 | -13
CCCC(c1nnnn1Cc1ccccc1)N1CCN(c2ccccc2OC)CC1 (stereo unspecified) | -6 | 12 | -4 | -4 | -1 | -3 | 2 | -21 | -0.3 | 0
O=C1C(Nc2ccc(O)cc2)=C/C(=N/S(=O)(=O)c2cccs2)c2ccccc21 | -1 | 10 | 102* | 114* | 73* | 87* | -93* | 67* | -7.6 | -94
O=C(O)c1ccc(N2C(=O)CC(SC(=NCc3ccc4c(c3)OCO4)Nc3ccc(F)cc3)C2=O)cc1 (stereo unspecified) | 0 | 17 | -6 | 24 | 1 | 59* | 0 | -11 | -0.6 | 4
O=c1c2ccccc2nc(-c2ccc(Cl)cc2Cl)n1O | 2 | -14 | 1 | -18 | 0 | 13 | 6 | 8 | 0.0 | 8
Cn1c(SCC(=O)N2CCc3ccccc3C2)nnc1-c1cccs1 | -4 | 18 | -1 | 2 | 2 | -10 | -1 | -12 | 0.4 | 7
CCN1C(=O)C(=Cc2cccc(OC)c2Oc2ccc([N+](=O)[O-])cc2[N+](=O)[O-])SC1=S | 3 | 5 | 7 | 80* | 4 | 9 | 3 | 10 | 0.3 | -1
COc1cc2cc(C(c3nnnn3Cc3ccc(F)cc3)N3CCCCCC3)c(=O)[nH]c2cc1OC (stereo unspecified) | -24 | 23 | -2 | 3 | -2 | . | -9 | 0 | 0.1 | 0
Cc1ccc(S(=O)(=O)n2cnc3cc([N+](=O)[O-])ccc32)c(C)c1 | 1 | 12 | 0 | 10 | -4 | 2 | -3 | -32 | 0.8 | -14
Cc1ccc(NC(=S)NNC(=O)CSc2nnc(-c3ccc(Cl)cc3)n2C2CCCCC2)cc1 | -32 | 22 | 0 | -40 | -4 | -9 | -3 | -6 | -29 | 3
COc1cc([N+](=O)[O-])ccc1NC(=O)COC(=O)CCS(=O)(=O)c1ccc(C)cc1 | -12 | 13 | . | 7 | . | -8 | -4 | . | 0.0 | -7
Cc1c(NC(=O)C2CCCN2S(=O)(=O)c2cccc3nsnc23)cccc1C(=O)O (stereo unspecified) | -5 | 38 | 4 | 20 | 2 | 3 | -30 | -38 | -0.1 | -45
O=C(N/N=C/c1ccncc1)c1ccc2c(c1)OCO2 | 1 | 39 | -5 | -44 | 0 | 2 | -15 | -47 | 1.5 | 2
COc1ccc(Cl)c2sc(NC(=O)C3=COCCO3)nc12 | -2 | 27 | . | -41 | . | 16 | 9 | . | 0.2 | 3
CC(=O)N1CCOc2ccc(S(=O)(=O)NCc3ccc(Cl)cc3)cc21 | 12 | 17 | -5 | -21 | -6 | -1 | 2 | -47 | 0.2 | -3
CC(C)C[C@@H](CSc1ccccc1)N1CCN(CC(C)C)CCC1=O | 0 | 9 | -3 | -175 | 10 | -2 | -1 | -90 | 4.0 | -10
Cc1ccc(N2CC(C(=O)N3CCOCC3)CC2=O)cc1C (stereo unspecified) | -13 | -9 | -5 | -5 | -2 | 6 | 2 | 3 | -18 | -3
OC1CCN(C(=S)Nc2ccc(Oc3ccccc3)cc2)CC1 | 3 | 6 | 2 | -2 | 1 | 5 | -12 | -6 | 0.3 | -2
CCC(C(=O)OCC(=O)Nc1cc(OC)ccc1OC)c1ccccc1 (stereo unspecified) | -1 | 26 | 5 | -3 | -1 | -4 | -3 | 1 | -0.8 | 2
COC(=O)c1cn(C(=O)c2cccc(C)c2)c2ccccc12 | 3 | 18 | -5 | -16 | -1 | 6 | -4 | -21 | 0.1 | -10
COCCCNC(=S)Nc1c(C)cc(C)cc1C | -2 | 3 | -5 | -4 | 2 | 4 | -1 | -18 | 0.1 | 9
O=C(CCS(=O)(=O)c1ccc2c(c1)NC(=O)CS2)NCCc1ccccc1 | 6 | . | 3 | -8 | -4 | -1 | -3 | -14 | 0.3 | 2
Cc1cc(C)c(NC(=O)CSc2nnc(CN3CCOCC3)n2C)c(C)c1 | 17 | -6 | -3 | 4 | -1 | -18 | -12 | -38 | 1.2 | -10
CCOc1ccc(C(F)(F)F)cc1NC(C)=O | . | 5 | -2 | . | 2 | -7 | . | -29 | . | .
CN(C)C(=O)c1ccc2c(c1)n(C)c(=O)n2C | -1 | 26 | 3 | 6 | -4 | -4 | 4 | -33 | 0.0 | -9
CC(C)C(=O)Nc1ccc(C(=O)NNC(=O)C(c2ccccc2)c2ccccc2)cc1 | 1 | 1 | -7 | -29 | 2 | 5 | 0 | -7 | -0.4 | -2
CCN(CCO)Cc1csc2ccc(C(C)(C)C)cc12 | -31 | 16 | -2 | 24 | 2 | -5 | 2 | -12 | -0.4 | -16
CCOc1ccc(/C=N/NC(=O)c2nnn(-c3nonc3N)c2-c2ccc(OCC)cc2)cc1 | 5 | 26 | -3 | 18 | -2 | 11 | -4 | 4 | 0.2 | -11
CCc1cccc(NC(=O)C2CCN(S(=O)(=O)c3c(C)noc3C)CC2)c1 | 9 | 19 | 4 | 15 | -1 | -2 | 2 | -5 | 0.0 | -10
COc1ccc(S(=O)(=O)N(CCc2ccccc2)CC(=O)N2CCOCC2)cc1 | 2 | 10 | 6 | 12 | -1 | 5 | -2 | 4 | -0.3 | -5
CCc1cc(=O)[nH]c(-n2[nH]c(-c3ccccc3)cc2=O)n1 | 4 | 21 | -6 | -7 | 1 | 22 | 3 | -16 | 0.1 | 12
COCCn1c(=NC(=O)c2ccc(S(=O)(=O)N3CCc4ccccc4C3)cc2)sc2cc(S(N)(=O)=O)ccc21 | 7 | 18 | -1 | -1 | -1 | 13 | 4 | -16 | -3.1 | 7
C#CCn1c(=NC(=O)c2ccc(Cl)s2)sc2cccc(OC)c21 | 3 | 24 | 1 | -79 | -3 | -8 | 15 | -15 | 1.0 | 32

Arranged by count of non-hydrogen atoms (high to low): some entries from above.
SMILES | Platelet DG rel | AI-2 QS modul | IEC-6 cytotox | aSyn 5UTR inh | HSP90 inh | SKKanGAS inh | HSF1 inh | KLF5 inhibitor | HIF activator | HSF1 activator
CC(C)C(=O)Nc1ccc(C(=O)NNC(=O)C(c2ccccc2)c2ccccc2)cc1 | 1 | 1 | -7 | -29 | 2 | 5 | 0 | -7 | -0.4 | -2
Cc1c(NC(=O)C2CCCN2S(=O)(=O)c2cccc3nsnc23)cccc1C(=O)O (stereo unspecified) | -5 | 38 | 4 | 20 | 2 | 3 | -30 | -38 | -0.1 | -45
COC(=O)c1ccc(Oc2nc(SC)nc(N(C)C)n2)cc1 | -7 | -1 | -2 | -7 | 2 | -10 | -3 | -15 | -0.4 | -6

(next part)
SMILES | Platelet DG rel | AI-2 QS modul | IEC-6 cytotox | aSyn 5UTR inh | HSP90 inh | SKKanGAS inh | HSF1 inh | KLF5 inhibitor | HIF activator | HSF1 activator
Cn1nc(C(=O)NCCc2ccc(S(N)(=O)=O)cc2)c2ccccc2c1=O | 17 | 22 | 2 | -7 | 2 | 6 | -6 | -14 | 0.2 | -6
CN(C)c1ccc(CNC(=O)C2CCC(CNc3c(N4CCCCC4)c(=O)c3=O)CC2)cc1 (stereo unspecified) | 0 | 30 | -2 | -12 | -7 | 5 | -12 | -39 | -0.1 | -5
CCOC(=O)c1cc(CC)sc1NC(=O)c1cc(OC)c(OC)c(OC)c1 | -1 | -6 | 6 | 5 | 7 | 5 | -2 | 1 | -1.1 | 27
COc1ccc(C2C(C#N)=C(N)OC3=C2C(=O)CCC3)cc1Cn1cc([N+](=O)[O-])cn1 (stereo unspecified) | -1 | 15 | -3 | 7 | -2 | 6 | -10 | -7 | -0.3 | -23
Cc1noc(C)c1CSc1nc2sc3c(c2c(=O)n1C)CCCC3 | 0 | 4 | -4 | 27 | 1 | 18 | 10 | -12 | 0.1 | 37
C/C(CC(=O)Nc1ccc(C)cc1C)=N\NC(=O)C(C)C | 7 | 23 | -1 | -7 | 0 | -7 | -6 | -12 | -0.1 | 12
Cc1cc(C)cc(OCC(=O)OCC(=O)Nc2ccc(Cl)cn2)c1 | -4 | 9 | 6 | -9 | 1 | 2 | 5 | -8 | -0.3 | -3
CCC(C)(C)n1nnnc1C(c1cc2cccc(C)c2[nH]c1=O)N1CCN(C(=O)c2ccco2)CC1 (stereo unspecified) | -1 | -1 | -6 | 19 | -2 | 18 | 8 | -21 | 0.2 | 25
